# KLK5 inh: blocks human kallikrein 5 protease activity | recombinant hK5, fluorogenic AMC substrate cleavage | inhibition, % at 5 µM | 0.59% of 210,000 active | AID 873;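 active = inhibition of 40% or more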;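 note: 0% = enzyme controls without compound and 100% = no-enzyme blanks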
# Target sequence (Q9Y337 67-293 limits assumed): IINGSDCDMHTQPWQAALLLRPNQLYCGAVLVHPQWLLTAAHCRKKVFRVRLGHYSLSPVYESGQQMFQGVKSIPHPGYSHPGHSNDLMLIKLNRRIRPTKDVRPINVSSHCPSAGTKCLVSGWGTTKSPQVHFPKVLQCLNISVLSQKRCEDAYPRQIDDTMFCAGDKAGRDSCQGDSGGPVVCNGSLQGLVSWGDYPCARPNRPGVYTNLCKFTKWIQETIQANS
# Furin inh: inhibitors of human furin. inhibition, % at 30 µM. 0.061% of 220,000 active. purified furin, fluorogenic substrate cleavage; in the data active = inhibition above about 25%; note: inactives centre near -15
# eIF4E-4G inh: eIF4E/eIF4G interaction inhibition in translation initiation | TR-FRET eIF4E-eIF4GI(517-606) binding, 2 h | P63073+Q04637 | AID 782 | inhibition, % at 21.7 µM | 0.37% of 220,000 active;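 note: 0% = full FRET control wells and 100% = background wells lacking eIF4GI fragment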
# NCF1 inh: inhibitors of human p47phox binding; P14598; p47phox/p22phox peptide binding, fluorescence polarization, 2 h; inhibition, % at 24.7 µM; 0.53% of 220,000 active;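 note: 0% = p47phox with labelled peptide and 100% = labelled peptide alone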
# Rad51 HR inh: Rad51 (human) homologous recombination inhibition. Q06609. 0.085% of 200,000 active. AID 1385. inhibition, % at 10 µM. hRad51 DNA strand exchange, fluorescence dequenching;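 active = inhibition above 40% at the single screening dose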;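 note: 0% = DMSO control wells and 100% = blanks with heterologous ssDNA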
# Target sequence (Q06609 whole entry, looked up): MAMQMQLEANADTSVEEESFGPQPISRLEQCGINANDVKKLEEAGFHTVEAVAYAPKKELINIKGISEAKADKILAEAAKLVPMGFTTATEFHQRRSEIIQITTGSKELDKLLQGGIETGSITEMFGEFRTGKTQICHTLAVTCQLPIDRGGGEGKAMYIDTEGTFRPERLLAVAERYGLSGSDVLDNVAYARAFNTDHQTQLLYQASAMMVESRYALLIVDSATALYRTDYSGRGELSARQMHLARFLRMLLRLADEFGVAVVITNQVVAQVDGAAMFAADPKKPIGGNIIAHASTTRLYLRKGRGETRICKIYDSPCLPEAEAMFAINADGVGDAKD
#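 Test system – preformed human Rad51 ssDNA filaments · Reagent – Donor/quencher-labelled 47-bp dsDNA substrate · Incubation – 37 °C 15-min filament assembly, 30-min compound preincubation, 15-min exchange · Signal – FRET fluorescence dequenching, excitation 485 nm, emission 520 nm · Read-out – percent inhibition from fluorescence, normalised to plate control and blank means · Benchmarks – plate control and blank wells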
# 14-3-3 Bad inh: disrupts binding of bovine 14-3-3 zeta to phospho-Bad peptide. inhibition, % at 21.7 µM. AID 781. 0.71% of 220,000 active. TR-FRET 14-3-3zeta/Dy647-pBad peptide displacement, 1 h;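 active = inhibition above about 70%, limit read from the data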;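 note: 0% = full 14-3-3 plus peptide FRET controls and 100% = background without 14-3-3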
# Target sequence (P63103 whole entry, looked up): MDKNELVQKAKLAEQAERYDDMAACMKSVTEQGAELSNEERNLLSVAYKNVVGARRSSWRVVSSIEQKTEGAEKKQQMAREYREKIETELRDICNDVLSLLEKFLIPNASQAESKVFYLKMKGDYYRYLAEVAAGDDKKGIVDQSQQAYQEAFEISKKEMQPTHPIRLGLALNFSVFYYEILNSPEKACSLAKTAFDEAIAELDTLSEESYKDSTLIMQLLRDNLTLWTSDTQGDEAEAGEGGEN
# Cl transport mod: KCC2 (human) Cl- transport modulation; KCC2 cells, thallium flux FluoZin-2 fluorescence; B-score of Tl+ flux slope (higher = more flux/activation; lower = inhibition) at 10 µM; 2.2% of 190,000 active; AID 1456;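 active = thallium flux slope and its plate-corrected score both differing from the plate sample mean at a set confidence after two filtering rounds, in either direction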;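 note: slope of fluorescence scaled to starting intensity during 10 to 20 s after thallium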
# thrombin 1536: thrombin (human) inhibition; P00734; alpha-thrombin, Boc-VPR-AMC fluorogenic substrate cleavage; inhibition, % at 5 µM; 0.26% of 220,000 active; AID 1046;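 active = inhibition at or above 40%; inactive = inhibition below 40%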;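 note: 0% = enzyme with no compound and 100% = wells without enzyme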
#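 Assay system: human alpha-thrombin enzyme. Reagent: Boc-VPR-AMC substrate, 15 µM final. Compound dosing: one concentration per compound, 5 µM, with 0.2% DMSO. Incubation: room-temperature reaction. Technique: AMC fluorescence, 355/460 nm. Measure: % inhibition relative to enzyme controls and enzyme-free blanks.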
# EBV gp42 block: inhibitors of Epstein-Barr virus glycoprotein 42; Q1HVG2; Fluorescence polarization binding assay, mP read-out; inhibition, % (tested at 21.74 µM); 0.42% of 220,000 active; in the data active = inhibition above about 50%
# Target sequence (Q1HVG2 whole entry, looked up): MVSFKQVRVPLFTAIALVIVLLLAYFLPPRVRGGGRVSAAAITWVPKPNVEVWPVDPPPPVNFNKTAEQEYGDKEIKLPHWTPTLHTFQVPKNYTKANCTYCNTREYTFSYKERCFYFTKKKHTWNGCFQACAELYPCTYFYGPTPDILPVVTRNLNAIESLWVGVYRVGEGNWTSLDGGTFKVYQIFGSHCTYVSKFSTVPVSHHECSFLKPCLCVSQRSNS
# Starred values were filed as active, the others as inactive; . = not tested or not shown; [ ] = another dose, or the depositor's remark.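 Rule for the calls, unless noted: active = inhibition above about 30% (limit read from the data); inactive = the rest.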
SMILES,KLK5 inh,Furin inh,eIF4E-4G inh,NCF1 inh,Rad51 HR inh,14-3-3 Bad inh,Cl transport mod,thrombin 1536,EBV gp42 block
Cc1cc(C(=O)N2CCC(C(=O)O)CC2)c(C(F)(F)F)o1,-4,-10,-8,-1,-6,-9,-0.23,-2,-4
COCC(=O)Nc1ccccc1C(=O)Nc1ccc(OC)cc1,1,-17,1,-13,-6,6,1.2,-14,-4
Cc1ccc(S(=O)(=O)NNC(=O)c2cccc(O)c2)cc1,-3,-18,-1,9,-1,-21,0.88,-4,-12
O=C(CCSc1nc(-c2ccco2)cc(C(F)(F)F)n1)NCC1CCCO1 (stereo unspecified),-5,-8[20 µM],-8,-5,-3,-2,0.02,1,-17
C=CCNC(=O)C(C#N)c1nc2ccccc2nc1N1CCN(Cc2ccccc2)CC1 (stereo unspecified),35,-16,4,-5,-14,-10,0.13,104*,15
CCOc1cc(/C=N/NC(=O)c2cccnc2)ccc1OCC(=O)N1CCOCC1,-7,-8,-4,-10,2,-1,0.38,-6,-4
Cc1ccc(/C=N/Nc2cc(C)nc(NCc3ccccc3)n2)cc1,4,-11,6,-17,-13,3,0.059,2,-7
CCN(CC)S(=O)(=O)c1cc(C(=O)Nc2ccccc2[N+](=O)[O-])ccc1Cl,-20,-5,-3,-10,-6,-11,0.28,-6,4
Nc1ccc(SCC(=O)Nc2cccc([N+](=O)[O-])c2)cc1,-3,-23,-4,4,2,-12,-0.68,-8,1
CCCOc1ccc(-c2csc3ncn(Cc4ccc(C(=O)O)cc4)c(=O)c23)cc1,-11,-20,2,-16,-15,-13,-1.7,1,-8
CC(C)c1ccc(/C=c2\sc3nc(-c4ccncc4)nn3c2=O)cc1,-8,-8[20 µM],-25,-22,6,7,.,3,-20
CCN(CC(=O)NC(C)C)C(=O)c1ccc(Cl)cc1,-11,-21,0,-19,2,2[fluorescence artefact?],0.43,-4,-11

# Part of the list above, with tabs.
structure	KLK5 inh	Furin inh	eIF4E-4G inh	NCF1 inh	Rad51 HR inh	14-3-3 Bad inh	Cl transport mod	thrombin 1536	EBV gp42 block
C=CCNC(=O)C(C#N)c1nc2ccccc2nc1N1CCN(Cc2ccccc2)CC1 (stereo unspecified)	35	-16	4	-5	-14	-10	0.13	104*	15
CCOc1cc(/C=N/NC(=O)c2cccnc2)ccc1OCC(=O)N1CCOCC1	-7	-8	-4	-10	2	-1	0.38	-6	-4
Cc1ccc(/C=N/Nc2cc(C)nc(NCc3ccccc3)n2)cc1	4	-11	6	-17	-13	3	0.059	2	-7
CCN(CC)S(=O)(=O)c1cc(C(=O)Nc2ccccc2[N+](=O)[O-])ccc1Cl	-20	-5	-3	-10	-6	-11	0.28	-6	4

# Following part:
SMILES,KLK5 inh,Furin inh,eIF4E-4G inh,NCF1 inh,Rad51 HR inh,14-3-3 Bad inh,Cl transport mod,thrombin 1536,EBV gp42 block
CCOc1ccc(Nc2nc3c(c(=O)[nH]2)CCCC3)cc1,2,-14[20 µM],1,-5,0,4,-0.62,-3,6
O=C(CNC(=O)c1ccc(Br)cc1)NCC(=O)OCC(=O)c1ccccc1,-4,-27,2,-7,-1,-16,-0.34,-8,-4
Cc1cc(NCCCn2ccnc2)n2ncc(-c3ccccc3)c2n1,-57,-15,8,-1,7,-10,-0.75,3,-15
O=c1cc(-c2c(F)c(F)c(F)c(F)c2F)oc2ccccc12,2,-6[20 µM],0,0,-2,-3,-0.76,3,-16
Cc1cc(=O)oc(C)c1C(=O)O,5,-17[20 µM],-4,-3,4,3,0.041,1,8
O=C(CC1CCCCC1)Nc1nc2ccccc2s1,-3,-22,3,-2,-3,-6,0.72,-4,12
Nc1ccc([N+](=O)[O-])cc1C(=O)NNC(=O)c1ccco1,0,-5,-3,-7,9,7,-0.29,-2,-15
Cc1c(Cl)cccc1NC(=S)NCCc1ccc(S(N)(=O)=O)cc1,-6,-24,2,-18,12,-9,0,-3,-1
COc1ccc(C[C@H]2CN3C(=NC[C@@H]3C(C)C)N2CCNC(=O)CCC2CCCCC2)cc1,3,-25,0,-10,.,0,-0.29,1,-9
Clc1ccccc1CSc1ncccn1,-4,-13[20 µM],5,-2,5,-12,.,4,-11
COc1ccc(CCNC(=O)CC2SC(N)=NC2=O)cc1OC (stereo unspecified),-2,-35,-3,-5,6,-9,1.1,.,-11
COC(=O)C1=C(N)OC2=C(C(=O)CC(C)(C)C2)C1c1ccccc1OC (stereo unspecified),31,-11,0,-6,-2,2,0.053,3,-15

# Looked up by compound from the entries so far, 3 records:
SMILES,KLK5 inh,Furin inh,eIF4E-4G inh,NCF1 inh,Rad51 HR inh,14-3-3 Bad inh,Cl transport mod,thrombin 1536,EBV gp42 block
Cc1ccc(S(=O)(=O)NNC(=O)c2cccc(O)c2)cc1,-3,-18,-1,9,-1,-21,0.88,-4,-12
O=C(CNC(=O)c1ccc(Br)cc1)NCC(=O)OCC(=O)c1ccccc1,-4,-27,2,-7,-1,-16,-0.34,-8,-4
COCC(=O)Nc1ccccc1C(=O)Nc1ccc(OC)cc1,1,-17,1,-13,-6,6,1.2,-14,-4

# Continuation:
SMILES,KLK5 inh,Furin inh,eIF4E-4G inh,NCF1 inh,Rad51 HR inh,14-3-3 Bad inh,Cl transport mod,thrombin 1536,EBV gp42 block
COc1ccc(CNc2oc(-c3cccc4ccccc34)nc2C#N)cc1,-41,-15[20 µM],-1,-16,2,14,-0.51,-13,-20
CCOC(=O)C1CCN(C(=O)CCCOc2ccccc2)CC1,8,-8[20 µM],-8,-2,-4,-8[fluorescence artefact?],.,8,-8
COc1ccc(-c2csc(-c3cccs3)n2)c(OC)c1,-1,-23,5,-9,8,-8,0.3,-10,-2
COc1cc(C2NC(=O)NC(c3ccccc3)=C2C(C)=O)ccc1OCC#N (stereo unspecified),-2,-26[20 µM],2,-9,1,-5,-0.19,-4,-1
O=C(/C=C/Nc1cccc(C(F)(F)F)c1)c1ccc(Oc2ncccn2)cc1,-7,-17,11,-20,.,-7[fluorescence artefact?],.,4,-7
S=C1NC[C@H](c2ccccc2)N1CCCCC1CCCCC1,-3,-23,0,-6,-3,-6,0.51,-8,9
CCC(C)c1ccccc1NC(=O)c1cc2cccc([N+](=O)[O-])c2[nH]1 (stereo unspecified),0,-13,-6,-19,-16,-1,0.46,-8,-5
O=C(Nc1ccc(-c2nc3ccccc3[nH]2)cc1)c1cccc(N2C(=O)CCC2=O)c1,-23,-15,-1,-5,3,1,0.037,-14,10
Cn1c(C(=O)N2CCN(c3ccc(Cl)cc3)CC2)cc2c(=O)[nH]c3ccccc3c21,8,-28,-4,-8,0,15,.,3,-10
CCCC(=O)Nc1ccccc1-c1nnc(SC)[nH]c1=O,-8,-30,-2,-16,8,6,0.058,-2,-24
CCN1C(=O)CC(C(=O)OC)=C1C,-4,-22,-1,-3,25,-22,-0.035,4,-2
COc1ccccc1NNC(=O)C(O)(c1ccccc1OC)c1ccccc1OC,-21,-12,2[fluorescence artefact?],-9,0,-18,-0.055,-7,-1
CCOC(=O)C(C(C)=O)C(c1ccc(OC)cc1)C(C(C)=O)C(=O)OCC (stereo unspecified),-23,-11[20 µM],4[fluorescence artefact?],-12,-4,-8,1.6,-1,-4
CCn1cc(C(=O)NCCCN2CCCCCC2)c(=O)c2cc(S(=O)(=O)N3CCc4ccccc4C3)ccc21,-2,-16,6,-1,-6,19,0.58,8,-7
CC1CCCC(NC(=O)COC(=O)c2cccc(NS(=O)(=O)/C=C/c3ccccc3)c2)C1C (stereo unspecified),-19,-6,-3,-8,-3,-3,-0.031,-9,-3
COc1ccc(NC(=O)Cc2ccc(Cl)c(Cl)c2)cn1,-19,-19,-2,-6,2,-4,-0.014,1,6
O=C(NCC1CCCO1)c1ccc(COc2ccc(Cl)cc2)cc1 (stereo unspecified),-5,-12,0,-7,-6,-5,-2,8,-6
CN(C)C(CNC(=S)Nc1cccc(Cl)c1)c1cccnc1 (stereo unspecified),6,-33,2,-4,6,-24,0.79,-9,-7
CN(Cc1ccccn1)Cc1nc(COc2ccccc2)no1,-5,-22,3,-9,2,-4,-0.15,-10,-9
O=C(NCc1nc2ccccc2[nH]1)C1=C[C@H](c2coc3ccccc3c2=O)C[C@H](OCc2ccc(CO)cc2)O1,3,-19,-1,-50,-4,-6,-1.7,3,-30
O=C(CSc1nc(-c2ccccc2)nn1C(=O)c1ccccc1)Nc1cccc([N+](=O)[O-])c1,16,-16[20 µM],1,-72,-8,5,-1.3,57*,-30
O=C(C1CCCCC1)N(Cc1ccccc1)c1ccccn1,-6,-20[20 µM],6,7,.,8,-0.49,-2,-9
CCc1ccccc1NC(=O)c1cc2ncc(Br)cn2n1,0,-14[20 µM],8,-1,2,4,1.1,-7,-4
CCCn1cnc2c(=S)nc(N)[nH]c21,0,2,0,-16,-17,-2,-0.0014,-4,-13
Cc1cccc(NC(=O)c2cc(NC(=O)C3CCCCC3C(=O)O)ccc2Cl)n1 (stereo unspecified),2,-21[20 µM],1,-18,15,4,-0.031,-9,0
CCOC(=O)N1CCC(NC(=O)Cn2nc(-c3ccccc3)ccc2=O)CC1,-18,-19,-1[fluorescence artefact?],-8,2,-3[fluorescence artefact?],-0.14,-5,-26
Cc1cc2oc(=O)cc(CN3CCN(S(=O)(=O)c4cccs4)CC3)c2cc1C,-6,-12,-4,-19,4,-15,-0.25,-8,-15
O=C(CCCSc1nc(-c2ccco2)cc(C(F)(F)F)n1)Nc1ccc2c(c1)OCO2,-14,11,-20[fluorescence artefact?],-3,-12,6,-0.4,0,-4
Cc1nn2c(Nc3ccc(F)cc3)c3c(nc2c1-c1ccccc1)CCC3,-5,-24,0,-4,1,-2[fluorescence artefact?],0.34,-4,-8
COc1ccc(NC(=O)C(CC(C)C)NS(=O)(=O)c2ccc3c(c2)CCN3C(C)=O)cc1OC (stereo unspecified),-10,-17[20 µM],1,-6,-2,8,0.0041,5,-39
Cc1nccn1CCC1CCCCN1C(=O)CCc1nnc(-c2ccsc2)o1 (stereo unspecified),2,-19,1,0,17,-4,-0.49,3,-9
CN(Cc1cc2ccccc2[nH]c1=O)C(=O)c1cccs1,4,-16,0,2,4,0,0.26,-5,-14
COc1ccc(/C=N/OCC(=O)N(Cc2ccc(OC)cc2)c2ccccc2C(=O)O)cc1,-22,-9,6,-8,.,-8,-0.1,-3,-6
CN(Cc1ccccc1)c1oc(COc2ccccc2F)nc1C#N,-13,-27,3,-7,-3,-1,.,-1,-13
Cc1nn(Cc2ccccc2)c(Cl)c1C(=O)NCCc1ccccc1,-13,-8,3[fluorescence artefact?],-2,1,8,-1.2,-18,7
COc1ccc(C(=O)/C=C/C(=O)N(Cc2ccccc2OC)C(C(=O)NC2CCCCC2)c2ccncc2)c(O)c1 (stereo unspecified),-17,-7,10,-8,-27,9[fluorescence artefact?],-1.2,-9,-10
Cc1ccccc1Nc1nc(N)nc(CSc2nnc(C)n2C)n1,-1,-30,0,2,2,-5,1.5,-4,-14
O=C(Nc1cccnc1)C1CCN(S(=O)(=O)c2cccs2)CC1,-3,-12,0,-4,18,-2,-1.6,-3,-10
Nc1nonc1C(=O)NCCNC(=O)c1cccs1,-1,-14[20 µM],1,-5,-7,3,0.89,-3,0
CC1=C(C(=O)OCCNC(=O)c2ccccc2O)C(c2ccccc2[N+](=O)[O-])C(C(=O)OCC2CCCO2)=C(C)N1 (stereo unspecified),-1,1,-1[fluorescence artefact?],4,.,10[fluorescence artefact?],0.019,-3,15
Cc1nonc1NC(=O)OCCN1CCOC1=O,-4,-14,-8,-4,0,-7,0.23,-3,-14
CCOC(=O)C1(CCOC)CCN(C(=O)c2sccc2C)CC1,1,-25,2,-1,-2,3,0.8,-7,-14
O=C1CC(N2CCC(c3nc4ccccc4o3)CC2)C(=O)N1c1ccc(F)cc1 (stereo unspecified),-22,-3,3,-9,-7,-1,0.079,-2,-11

# High-throughput results as filed in PubChem.
